Source: PubChem BioAssay (several laboratories)
HTR5A ag ctr – HTR5A agonism, opioid heterodimer counter-screen | HTR5A agonist assay, luminescence, cell-based | activation, % at 9.3 µM | hit rate 0.61% among 340,000; in the data active means activation mostly above about 9.5%, no sharp cut-off; inactive means mostly below about 7.6%;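 further: 0% = cells with vehicle only and 100% = reference agonist; strong numbers were not always called active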
Target sequence (P47898 whole entry, looked up): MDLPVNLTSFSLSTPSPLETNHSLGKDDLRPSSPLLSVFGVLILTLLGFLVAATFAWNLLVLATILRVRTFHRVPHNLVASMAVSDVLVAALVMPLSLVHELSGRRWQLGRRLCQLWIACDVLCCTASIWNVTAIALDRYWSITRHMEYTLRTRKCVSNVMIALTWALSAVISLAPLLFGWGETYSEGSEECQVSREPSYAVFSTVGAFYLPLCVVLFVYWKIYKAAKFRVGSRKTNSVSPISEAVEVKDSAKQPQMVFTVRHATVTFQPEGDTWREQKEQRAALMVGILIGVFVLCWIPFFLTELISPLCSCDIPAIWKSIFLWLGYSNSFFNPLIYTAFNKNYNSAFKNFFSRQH
HTR5A inv ctr – counter-screen for OPRM1-OPRD1 inverse agonists: human HTR5A inverse agonism; P47898; HTR5A cell line, luminescence; inhibition, % at 9.3 µM; hit rate 0.083% among 340,000; AID 504634; in the data active means inhibition mostly above about 23%, no sharp cut-off; inactive means mostly below about 18%;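 further: 0% = cells with DMSO and 100% = no-cell wells with DMSO; some compounds called inactive have numbers as strong as hits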
Arr AP2 block – inhibitors of human beta-arrestin and AP2 interaction; FITC-arrestin peptide / GST-AP2 beads, flow cytometry; AP2 beta2 appendage carries R879A mutation; inhibition, % at 10 µM; hit rate 0.31% among 340,000; AID 504490;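 active means inhibition above a set limit, near 3 SD of compounds lacking own fluorescence, cut at about 54% in these data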;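 further: plate controls were DMSO wells for no effect and 5 µM unlabelled arrestin peptide for full effect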
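test system = AP2 appendage R879A on GSH beads | buffer or medium = PBS plus Tween 20 (0.05%) and BSA (0.1%) | incubation = 12 min plus 1 h, RT | detection = bead flow cytometry, FITC channel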
DSG3 Ab inh – blocks pemphigus antibody binding to human desmoglein-3 | binding (percent of control), % at 10 µM | AID 588358 | hit rate 0.48% among 310,000 | P32926 | DSG3-coupled beads, scFv-anti-DSG3-GFP binding, flow cytometry; stronger effect = lower value;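 active means binding more than 3 SD below its plate's average and above zero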; further: some compounds called inactive have numbers as strong as hits
OPRM1-OPRD1 ag – OPRM1-OPRD1 heterodimerization agonism. cells, luminescence. hit rate 0.3% among 340,000. activation, % at 9.3 µM. P35372+P41143; in the data active means activation above about 18%;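 further: 0% = vehicle-treated cells and 100% = reference agonist; values of inactives mirror those of a sister screen read the other way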
V-ATPase pH – regulators of yeast V-ATPase proton transport; response, % at 10 µM; hit rate 0.37% among 350,000; S. cerevisiae, pHLuorin cytosolic pH fluorescence; in the data active means response mostly above about 7.3%, no sharp cut-off; inactive means mostly below about 5.4%; further: actives read high; inactives centre near 0; some compounds called inactive have numbers as strong as hits; reference of the scale not given here
DAGLB inh – blocks human DAGLB lipase activity; AID 504411; hit rate 0.059% among 340,000; Q8NCG7; inhibition, % at 5.17 µM; HEK293T DAGLB membrane lysate, EnzChek fluorogenic substrate; in the data active means inhibition above about 34%;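 further: 0% = enzyme with vehicle and 100% = wells lacking enzyme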
Target sequence (Q8NCG7 whole entry, looked up): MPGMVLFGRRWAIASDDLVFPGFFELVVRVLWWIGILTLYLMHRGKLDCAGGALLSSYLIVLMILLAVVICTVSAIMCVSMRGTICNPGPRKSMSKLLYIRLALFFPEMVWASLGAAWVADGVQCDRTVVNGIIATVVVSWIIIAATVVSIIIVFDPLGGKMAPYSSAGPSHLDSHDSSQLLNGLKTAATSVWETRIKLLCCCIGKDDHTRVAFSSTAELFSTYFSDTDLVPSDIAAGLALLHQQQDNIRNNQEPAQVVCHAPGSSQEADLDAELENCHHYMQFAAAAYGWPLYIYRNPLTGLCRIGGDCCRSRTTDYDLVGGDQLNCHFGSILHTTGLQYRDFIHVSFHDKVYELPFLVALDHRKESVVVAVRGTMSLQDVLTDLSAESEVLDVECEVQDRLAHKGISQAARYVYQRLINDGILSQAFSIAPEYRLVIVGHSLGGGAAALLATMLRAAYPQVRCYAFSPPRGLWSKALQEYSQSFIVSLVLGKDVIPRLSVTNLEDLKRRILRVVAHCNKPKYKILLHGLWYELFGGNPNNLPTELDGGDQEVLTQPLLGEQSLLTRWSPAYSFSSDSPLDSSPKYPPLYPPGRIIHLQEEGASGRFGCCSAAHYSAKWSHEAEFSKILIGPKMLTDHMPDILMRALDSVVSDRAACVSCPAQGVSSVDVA
PKA-R1A act – PKA-R1A complex activation | PKA-R1A dissociation, Cy5-IP20 fluorescence polarization; scaled: DMSO 0%, 113 µM cGMP 100% | activation, % at 11.4 µM | hit rate 0.083% among 340,000 | AID 504707;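 active means percent activation above the mean of all tested compounds plus 3 SD, cut at about 19% in these data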;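 further: higher means more PKAc released from R1A so a rise in polarization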
MOR-DOR inv ag – inverse agonists of human mu-delta opioid receptor heterodimerization | cell-based MOR-DOR heterodimer luminescence, inverse agonism | inhibition, % at 9.3 µM | hit rate 0.21% among 340,000 | AID 504357; in the data active means inhibition above about 22%, passing the limit was not always enough;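 further: 0% = cells with DMSO and 100% = wells without cells with DMSO; values of inactives mirror those of a sister screen read the other way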
PKA-R2B activ – PKA-R2B complex activation; P22694+P31323; activation, % at 11.4 µM; hit rate 0.079% among 340,000; PKA-R2B holoenzyme dissociation, Cy5-IP20 fluorescence polarization; R2B truncated from residue 108, S112A mutant; 0% DMSO only, 100% 113 µM cGMP;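 active means activation above a cutoff set at the mean over all compounds plus 3 SD, cut at about 18% in these data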;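 further: higher means more holoenzyme dissociation and a rise in polarization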
An asterisk follows results filed as active.

`Cc1ccc(-c2nn(-c3ccccc3)cc2C(=O)Nc2ccc(C(=O)O)cc2)cc1` gave HTR5A ag ctr 0, HTR5A inv ctr 1, Arr AP2 block -32, DSG3 Ab inh 104, OPRM1-OPRD1 ag -2.7, V-ATPase pH -1, DAGLB inh 5, PKA-R1A act 2, MOR-DOR inv ag 15 and PKA-R2B activ 3.
COC(=O)c1cccc(NC(=O)c2cccs2)c1C was read as HTR5A ag ctr 0, HTR5A inv ctr -1, Arr AP2 block 4, DSG3 Ab inh 97, OPRM1-OPRD1 ag -2.4, V-ATPase pH 0, DAGLB inh 0, PKA-R1A act 6, MOR-DOR inv ag 15 and PKA-R2B activ 3.
`Fc1ccccc1CNC(=S)Nc1ccc(Cl)cc1` gave HTR5A ag ctr 9, HTR5A inv ctr 1, Arr AP2 block -2, OPRM1-OPRD1 ag 8.0, V-ATPase pH -3, DAGLB inh -9, PKA-R1A act -7, MOR-DOR inv ag -39 and PKA-R2B activ 1.
`Cc1cccn2c(CNCC3OCCc4ccccc43)c(C(=O)N3CCCCC3)nc12` (stereo not drawn) gave HTR5A ag ctr 3, HTR5A inv ctr -26, Arr AP2 block -1, DSG3 Ab inh 98, OPRM1-OPRD1 ag -0.9, V-ATPase pH -3, DAGLB inh 0, PKA-R1A act -13, MOR-DOR inv ag 6 and PKA-R2B activ -17.
Screening COc1ccc(S(=O)(=O)Oc2cc(C(=S)N3CCOCC3)ccc2OC)cc1 returned HTR5A ag ctr -2, HTR5A inv ctr -4, Arr AP2 block -11, DSG3 Ab inh 113, OPRM1-OPRD1 ag -5.3, V-ATPase pH -1, DAGLB inh 0, PKA-R1A act -2, MOR-DOR inv ag 17 and PKA-R2B activ 0.
`COC(=O)c1[nH]c2ccc(C)cc2c1NS(=O)(=O)c1ccc(F)cc1` gave HTR5A ag ctr -1, HTR5A inv ctr 13, Arr AP2 block 5, DSG3 Ab inh 115, OPRM1-OPRD1 ag -0.7, V-ATPase pH 2, DAGLB inh 1, PKA-R1A act -8, MOR-DOR inv ag 3 and PKA-R2B activ -7.
Cc1nccn1CCC(=O)NC1CC(C)(C)Cc2c1cnn2-c1ccccc1 (stereo not drawn) was read as DSG3 Ab inh 101, V-ATPase pH 5, DAGLB inh 2, PKA-R1A act 1 and PKA-R2B activ -6.
COC(=O)c1cccc(COC(=O)c2cc3ccccc3oc2=O)c1 was read as HTR5A ag ctr 3, HTR5A inv ctr -12, Arr AP2 block 3, DSG3 Ab inh 117, OPRM1-OPRD1 ag -0.1, V-ATPase pH -2, DAGLB inh 0, PKA-R1A act 3, MOR-DOR inv ag 0 and PKA-R2B activ -5.
Screening CCOc1cc(C(=O)Nn2cnnc2)cc(OCC)c1OCC returned HTR5A ag ctr 9, HTR5A inv ctr -2, Arr AP2 block 0, DSG3 Ab inh 101, OPRM1-OPRD1 ag -2.8, V-ATPase pH -2, DAGLB inh -1, PKA-R1A act -1, MOR-DOR inv ag 14 and PKA-R2B activ -12.
CCOc1cc(S(=O)(=O)NCc2ccccc2)c(OCC)cc1-n1cnnn1 was read as HTR5A ag ctr 0, HTR5A inv ctr 7, Arr AP2 block 5, DSG3 Ab inh 125, OPRM1-OPRD1 ag -1.5, V-ATPase pH -1, DAGLB inh 1, PKA-R1A act -4, MOR-DOR inv ag 8 and PKA-R2B activ -5.
Cc1ccc(C(=O)CC(C(=O)O)n2cccn2)cc1 (stereo not drawn) was read as HTR5A ag ctr -4, HTR5A inv ctr 20, Arr AP2 block -5, DSG3 Ab inh 97, OPRM1-OPRD1 ag -1.3, V-ATPase pH 2, DAGLB inh -1, PKA-R1A act -10, MOR-DOR inv ag 8 and PKA-R2B activ 1.
C=CCn1c(O)c(C2=c3ccccc3=NC2=O)c2ccccc21 was read as HTR5A ag ctr 1, HTR5A inv ctr -2, Arr AP2 block -2, DSG3 Ab inh 96, OPRM1-OPRD1 ag 1.1, V-ATPase pH 3, DAGLB inh -1, PKA-R1A act -1, MOR-DOR inv ag -5 and PKA-R2B activ -11.
For CC(C(=O)C12CC3CC(CC(C3)C1)C2)N1CCOCC1 (stereo not drawn) the results were HTR5A ag ctr 2, HTR5A inv ctr -5, Arr AP2 block -4, DSG3 Ab inh 109, OPRM1-OPRD1 ag -0.5, V-ATPase pH -6, DAGLB inh 1, PKA-R1A act 4, MOR-DOR inv ag 3 and PKA-R2B activ 5.
COCCNc1nc2c(c(=O)n(Cc3cccc(Br)c3)c(=O)n2C)n1C was read as HTR5A ag ctr 0, HTR5A inv ctr 1, Arr AP2 block -14, DSG3 Ab inh 95, OPRM1-OPRD1 ag -0.2, V-ATPase pH 3, DAGLB inh 5, PKA-R1A act 6, MOR-DOR inv ag 1 and PKA-R2B activ -3.
`CC1(C)CCC[C@]2(C)[C@H]3CC(=O)O[C@]3(C)CC[C@@H]12` gave HTR5A ag ctr 7, HTR5A inv ctr -26, Arr AP2 block 2, DSG3 Ab inh 106, OPRM1-OPRD1 ag 5.7, V-ATPase pH 2, DAGLB inh -4, PKA-R1A act 2, MOR-DOR inv ag -26 and PKA-R2B activ 1.
CCCNC(=O)C[C@@H]1C[C@@H]2c3cc(NS(=O)(=O)c4ccc(OC)cc4)ccc3O[C@@H]2[C@@H](CO)O1 was read as DSG3 Ab inh 105, V-ATPase pH 0, DAGLB inh 0, PKA-R1A act -4 and PKA-R2B activ 8.
Screening C[C@@H]1CN([C@@H](C)CO)C(=O)CCCn2nncc2CO[C@H]1CN(C)Cc1ccc2c(c1)OCCO2 returned DSG3 Ab inh 98, V-ATPase pH 2, DAGLB inh -2, PKA-R1A act -4 and PKA-R2B activ -5.
Screening CC(=O)c1ccc(S(=O)(=O)NCC(=O)N2CCN(C/C=C/c3ccccc3)CC2)cc1 returned HTR5A ag ctr 5, HTR5A inv ctr 15, Arr AP2 block -1, DSG3 Ab inh 93, OPRM1-OPRD1 ag -1.2, V-ATPase pH -5, DAGLB inh -5, PKA-R1A act -7, MOR-DOR inv ag 5 and PKA-R2B activ 6.
`O=S(=O)(NCc1ccccc1)c1ccccc1NCc1ccc(Cl)cc1` gave HTR5A ag ctr 4, HTR5A inv ctr -14, Arr AP2 block 34, DSG3 Ab inh 95, OPRM1-OPRD1 ag 2.0, V-ATPase pH -2, DAGLB inh -5, PKA-R1A act -4, MOR-DOR inv ag -10 and PKA-R2B activ 2.
Screening O=C(O)COc1ccc(S(=O)(=O)c2ccc(OCC(=O)O)cc2)cc1 returned HTR5A ag ctr 0, HTR5A inv ctr 3, Arr AP2 block 15, DSG3 Ab inh 98, OPRM1-OPRD1 ag -2.3, V-ATPase pH 0, DAGLB inh 4, PKA-R1A act 6, MOR-DOR inv ag 12 and PKA-R2B activ 4.
`CC(NCC(=O)NC(=O)NC1CCCC1)c1ccc(Cl)cc1Cl` (stereo not drawn) gave HTR5A ag ctr -3, HTR5A inv ctr 1, Arr AP2 block -2, DSG3 Ab inh 97, OPRM1-OPRD1 ag 2.1, V-ATPase pH 0, DAGLB inh -3, PKA-R1A act -11, MOR-DOR inv ag -10 and PKA-R2B activ -8.
CC(C)n1nc(C(=O)Nc2nc3ccccc3[nH]2)c2ccccc2c1=O was read as HTR5A ag ctr 2, HTR5A inv ctr 1, Arr AP2 block -11, DSG3 Ab inh 94, OPRM1-OPRD1 ag -1.5, V-ATPase pH -1, DAGLB inh -1, PKA-R1A act -2, MOR-DOR inv ag 8 and PKA-R2B activ 1.
O=C(Nc1ccccc1)c1ccccc1CCc1ccccc1 was read as HTR5A ag ctr 5, HTR5A inv ctr -9, Arr AP2 block 14, DSG3 Ab inh 103, OPRM1-OPRD1 ag 4.8, V-ATPase pH -1, DAGLB inh -7, PKA-R1A act -7, MOR-DOR inv ag -28 and PKA-R2B activ 2.
For COC(=O)C(C)Sc1ncnc2c1nnn2-c1ccc(F)cc1 (stereo not drawn) the results were HTR5A ag ctr -2, HTR5A inv ctr -10, Arr AP2 block 13, DSG3 Ab inh 111, OPRM1-OPRD1 ag -3.0, V-ATPase pH -3, DAGLB inh -6, PKA-R1A act -5, MOR-DOR inv ag 17 and PKA-R2B activ 3.
`CCN(CC)C(=O)c1cccc(NC(=O)CC23CC4CC(CC(C4)C2)C3)c1` gave HTR5A ag ctr -3, HTR5A inv ctr 0, Arr AP2 block -20, OPRM1-OPRD1 ag -1.5, V-ATPase pH -3, DAGLB inh -2, PKA-R1A act -10, MOR-DOR inv ag 9 and PKA-R2B activ -3.
CCOC(=O)C1CCN(C(=O)CCCn2nc(CC)n3c(cc4occc43)c2=O)CC1 was read as HTR5A ag ctr -1, HTR5A inv ctr -12, Arr AP2 block 4, DSG3 Ab inh 99, OPRM1-OPRD1 ag -1.1, V-ATPase pH 0, DAGLB inh -2, PKA-R1A act 8, MOR-DOR inv ag 5 and PKA-R2B activ 0.
Cc1cc(C)c(NC(=O)C[N+](C)(C)CC(O)COc2cccc3ccccc23)c(C)c1 (stereo not drawn) was read as HTR5A ag ctr -3, HTR5A inv ctr 8, Arr AP2 block -2, DSG3 Ab inh 97, OPRM1-OPRD1 ag -2.9, V-ATPase pH 1, DAGLB inh 3, PKA-R1A act -10, MOR-DOR inv ag 17 and PKA-R2B activ 4.
For COc1ccc(CCNC(=O)c2ccccc2OCc2c(C)noc2C)cc1 the results were HTR5A ag ctr -3, HTR5A inv ctr 9, Arr AP2 block 23, DSG3 Ab inh 99, OPRM1-OPRD1 ag -1.4, V-ATPase pH 2, DAGLB inh -2, PKA-R1A act 14, MOR-DOR inv ag 6 and PKA-R2B activ -7.
CCOc1ccc(C2=CC(c3ccccc3)n3ncnc3N2)cc1 (stereo not drawn) was read as HTR5A ag ctr 6, HTR5A inv ctr 4, Arr AP2 block 25, DSG3 Ab inh 99, OPRM1-OPRD1 ag -3.5, V-ATPase pH -2, DAGLB inh -5, PKA-R1A act -4, MOR-DOR inv ag 19 and PKA-R2B activ -4.
Screening CCN1C(=O)[C@H]2[C@@H](c3ccc(C(F)(F)F)cc3)N[C@]3(CCCN(Cc4ccc(C)cc4)C3=O)[C@H]2C1=O returned DSG3 Ab inh 109, V-ATPase pH -1, DAGLB inh -4, PKA-R1A act 6 and PKA-R2B activ 1.
Screening Cc1ccc(S(=O)(=O)NN=Cc2ccco2)cc1 returned DSG3 Ab inh 111, V-ATPase pH 0, DAGLB inh 0, PKA-R1A act 22* and PKA-R2B activ 1.
For O=C(NCc1cccnc1)c1cc(Sc2ccccc2Cl)nc2ccccc12 the results were HTR5A ag ctr 1, HTR5A inv ctr -19, Arr AP2 block 8, DSG3 Ab inh 110, OPRM1-OPRD1 ag -0.9, V-ATPase pH 4, DAGLB inh -2, PKA-R1A act -10, MOR-DOR inv ag 5 and PKA-R2B activ 1.
COc1ccc(NC(=O)CN(C)C(=O)c2ccc(NS(=O)(=O)c3cccc([N+](=O)[O-])c3)cc2)cc1 was read as HTR5A ag ctr -2, HTR5A inv ctr 6, Arr AP2 block 29, DSG3 Ab inh 97, OPRM1-OPRD1 ag 0.7, V-ATPase pH -2, DAGLB inh -2, PKA-R1A act 0, MOR-DOR inv ag -5 and PKA-R2B activ -4.
